# Screens from PubChem BioAssay.
# RPL19A TOR yeast: modulators of TOR pathway RPL19A-GFP in S. cerevisiae; AID 2025; S. cerevisiae RPL19A-GFP strain, flow cytometry, 3 h; stronger effect = lower value; percent response vs DMSO, % at 10 µM; actives 0.3% (n = 330,000);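 active = percent response vs DMSO below 50%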;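 also: median channel GFP fluorescence of the barcoded RPL19A-GFP strain; ratio of sample median GFP to plate DMSO average so 100% = DMSO; lower means less RPL19A-GFP as with rapamycin TOR inhibition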
# AHR activator: activates the human aryl hydrocarbon receptor; AHR-responsive luciferase reporter cells, luminescence; activation, % at 5 µM; actives 2.5% (n = 320,000); P35869; in the data active = activation above about 47%;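 also: 0% = vehicle wells and 100% = reference agonist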
# MEP2-GFP yeast: yeast TOR pathway MEP2-GFP modulation; S. cerevisiae MEP2-GFP strain, flow cytometry GFP, 3 h; 100% = DMSO control level; GFP response vs DMSO, % at 10 µM; actives 0.51% (n = 330,000); AID 2016;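 active = GFP response versus DMSO above a set limit, roughly screen mean plus 3 SD, cut at about 180% in these data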;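 also: median GFP fluorescence of the barcode-gated MEP2-GFP cells per well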
# CIT2-GFP yeast: alters CIT2-GFP fluorescence in TOR pathway yeast screen; S. cerevisiae CIT2-GFP strain, flow cytometry, 3 h; 100 means same as DMSO wells; GFP response vs DMSO, % at 10 µM; AID 2029; actives 0.065% (n = 320,000);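 active = GFP response relative to DMSO above a set limit, near the screen mean plus 3 SD, cut at about 150% in these data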;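 also: ratio of well median GFP fluorescence to mean of DMSO wells on the plate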
# AGP1-GFP MLPCN: alters AGP1-GFP fluorescence in TOR pathway yeast screen | S. cerevisiae AGP1-GFP multiplex flow cytometry, 3 h; GFP as percent of DMSO wells | GFP response vs DMSO, % at 10 µM | actives 0.02% (n = 320,000);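 active = GFP response relative to DMSO above a set limit, near screen average plus 3 SD, cut at about 150% in these data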;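 also: median GFP channel fluorescence of the gated AGP1 strain per well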
# LAP4-GFP MLPCN: alters LAP4-GFP fluorescence in TOR pathway yeast screen. S. cerevisiae LAP4-GFP multiplex, flow cytometry GFP, 3 h; median GFP as percent of DMSO wells. actives 0.34% (n = 320,000). AID 2023. GFP response vs DMSO, % at 10 µM;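 active = GFP response vs DMSO above a set limit, about the screen mean plus 3 SD, cut at about 150% in these data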
# proCasp7 act: counter-screen: procaspase-7 (human) activation | P55210 | recombinant procaspase-7, Ac-DEVD-pNA absorbance 405 nm; D23A/D198A/D206A triple mutant, cannot self-cleave; scale: DMSO 0, 5 µM enzyme 100 | activation, % at 8.5 µM | actives 0.093% (n = 330,000) | AID 463210;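 active = percent activation above the screen-wide mean plus 3 SD, cut at about 25% in these data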
# Target sequence (P55210 whole entry D23A/D198A/D206A): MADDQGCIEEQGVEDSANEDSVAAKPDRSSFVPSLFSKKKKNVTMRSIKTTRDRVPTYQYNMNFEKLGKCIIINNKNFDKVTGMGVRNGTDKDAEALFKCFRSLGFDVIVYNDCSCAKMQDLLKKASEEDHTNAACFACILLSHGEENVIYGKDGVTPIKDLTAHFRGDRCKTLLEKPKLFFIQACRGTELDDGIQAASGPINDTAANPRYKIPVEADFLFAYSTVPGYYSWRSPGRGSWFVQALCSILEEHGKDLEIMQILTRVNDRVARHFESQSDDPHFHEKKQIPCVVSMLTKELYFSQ
#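 Material: Procaspase-7 triple mutant (PC-7 D3A) | Quantity: 2 µM procaspase-7 mutant as dispensed | Reagent: DEVD-pNA substrate | Times: 1 h preincubation, 2 h reaction | Technique: 405 nm absorbance of p-nitroaniline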
# procasp3 activ: activators of human procaspase-3; P42574; recombinant procaspase-3 D3A, Ac-DEVD-pNA absorbance 405 nm; activation, % at 8.5 µM; actives 0.11% (n = 330,000);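 active = activation above the mean of all tested compounds plus 3 SD, cut at about 21% in these data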;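 also: 0% = DMSO alone and 100% = DMSO wells spiked with extra 5 µM PC-3 D3A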
# Target sequence (P42574 whole entry D9A/D28A/D175A): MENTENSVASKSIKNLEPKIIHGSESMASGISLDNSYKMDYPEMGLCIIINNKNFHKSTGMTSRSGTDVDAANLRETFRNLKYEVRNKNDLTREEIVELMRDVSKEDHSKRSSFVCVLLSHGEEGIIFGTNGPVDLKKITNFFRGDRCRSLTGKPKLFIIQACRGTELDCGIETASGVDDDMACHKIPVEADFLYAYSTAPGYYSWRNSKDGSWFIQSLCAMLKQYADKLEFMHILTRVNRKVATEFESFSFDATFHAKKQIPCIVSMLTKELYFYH
#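 Technique: 405 nm absorbance of p-nitroaniline, reads at 0 and 120 min; Test system: Procaspase-3 D3A mutant; Incubation: 1 h enzyme-compound preincubation, then 2 h substrate reaction, 25 °C; Repeats: singlicate, each compound tested once; Benchmarks: low control DMSO wells, high control DMSO plus 5 µM PC-3 D3A.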
# * = called active by the depositor; x = not tested or not shown.
SMILES,RPL19A TOR yeast,AHR activator,MEP2-GFP yeast,CIT2-GFP yeast,AGP1-GFP MLPCN,LAP4-GFP MLPCN,proCasp7 act,procasp3 activ
Cc1cc(NC(=O)C(C)SCC(=O)OCc2c(Cl)cccc2Cl)no1 (configuration not stated),101.0,-1.4,109.4,100.5,104.3,113.8,4.4,5.3
Cn1c(=O)oc2cc(S(=O)(=O)Nc3ccccc3O)ccc21,101.5,x,109.6,107.9,101.1,97.9,x,x
COc1ccc(C(=O)N(Cc2ccco2)Cc2cccs2)c(O)c1,104.0,0.2,100.8,93.2,102.3,96.8,0.9,-3.6
Cc1c(OCC(=O)NCCN2CCOCC2)ccc2c3c(c(=O)oc12)CCC3,101.1,3.9,95.3,93.4,98.2,91.6,0.5,0.7
Cc1ccc(N(C(=O)c2csnn2)C(C(=O)NCc2ccccc2)c2cccnc2)cc1 (configuration not stated),101.4,0.0,102.2,99.2,94.2,90.6,7.0,-8.8
Cc1ccc2c(c1)S/C(=C/c1ccc[n+](CCO)c1)N2C,96.0,3.8,98.7,99.8,104.9,114.3,-16.6,-1.5
COCCN(C(=O)Cn1nnc2ccccc21)C(C(=O)NC1CCCC1)c1cc(OC)ccc1OC (configuration not stated),97.7,1.0,102.7,97.3,97.7,98.9,-3.1,0.8
CCc1cc(C(=O)NNC(=S)NCc2ccccc2)cs1,104.6,0.3,105.3,104.2,106.9,106.0,1.5,-8.8
CCOC(=O)c1nn(-c2ccc(F)cc2)c(=O)c(C#N)c1C,102.9,-0.4,109.9,101.9,93.0,83.5,0.6,-5.9
COc1ccc(CN(CC2CCCO2)C(=O)c2cc3sccc3n2C)c(OC)c1 (configuration not stated),104.0,7.8,109.5,99.4,98.4,93.3,-8.4,-3.5
Cc1nc2ccccc2c(=O)n1/N=C/c1ccc(O)cc1O,94.4,-0.7,102.3,102.0,100.8,96.6,5.8,2.4
Cc1ccc(O)c(NC(=O)c2cc(-c3ccco3)on2)c1,96.4,-0.6,104.3,88.4,100.6,132.2,3.2,-2.8
CC12CCC(C(=O)NCc3ccc(Cl)cc3)(OC1=O)C2(C)C (configuration not stated),96.0,7.0,82.0,95.7,95.4,88.2,-10.0,-0.6
O=S(=O)(Nc1ccc(N2CCCCC2)cc1)c1cccc2cccnc12,92.5,-3.9,93.1,97.2,95.2,91.6,-2.5,-1.1
Cc1ccc(C(=O)O)cc1S(=O)(=O)N1CCCC1,104.5,-1.2,99.5,x,106.1,90.4,2.2,9.0
CCc1nc2nc(C)c(NS(=O)(=O)c3ccc(Br)s3)c(=O)n2[nH]1,91.5,4.2,97.1,92.0,86.8,83.3,-4.0,-10.6
COc1ccc(N2C(=O)CC(N3CCC(C(N)=O)CC3)C2=O)cc1 (configuration not stated),90.0,-0.3,91.8,82.9,88.7,94.6,-31.0,-25.1
CCN1C(=O)c2cccc3c(S(=O)(=O)NCCc4c[nH]c5ccccc45)ccc1c23,98.8,6.5,95.2,92.0,100.1,94.9,-10.2,-11.5
COc1ccc(CC(=O)Nc2c(C(=O)N3CCN(c4ncccn4)CC3)oc3ccccc23)cc1,101.3,-4.3,98.8,95.3,90.8,92.0,1.9,4.7
CCc1n[nH]c(=S)n1/N=C/c1ccc(NC(C)=O)cc1,98.0,2.5,91.5,97.4,91.5,92.3,1.1,7.0
CCN1CCN(CC(O)COc2ccc(C(C)=O)cc2)CC1 (configuration not stated),99.9,-0.2,108.9,107.9,104.2,98.2,5.1,7.9
O=C(CSc1nc2ccc([N+](=O)[O-])cc2[nH]1)c1ccc2ccccc2c1,104.2,32.9,110.5,109.8,106.6,111.6,1.4,0.9
CCCc1nc2ccccc2c(=O)n1NC(=O)c1c(O)c2cccc3c2n(c1=O)CCC3,99.5,6.5,98.8,87.9,94.1,107.8,1.6,-2.1
CCCn1nc(C(=O)OCC(=O)c2c(N)n(C)c(=O)n(C)c2=O)c2ccccc2c1=O,103.0,-0.1,109.7,113.2,104.8,99.4,-2.0,7.9
Cc1ccc(NC(=O)c2sc(=S)n(-c3cc(C)ccc3F)c2N)cc1,98.0,-10.3,103.3,101.4,101.9,105.2,-14.1,-7.3
CC(=O)Nc1ccc(C(=O)NCC(=O)OCc2c(F)cccc2Cl)cc1,100.0,26.8,104.3,101.6,104.7,104.2,10.2,-2.5
Cc1ccc(S(=O)(=O)N2CCCC(C(=O)O)C2)s1 (configuration not stated),97.1,-2.6,106.9,104.1,100.2,93.2,8.6,1.1
Cc1c(CC(=O)N2CCN(C(=O)C3COc4ccccc4O3)CC2)c(=O)oc2c(C)c(O)ccc12 (configuration not stated),99.3,2.3,97.6,95.1,98.7,92.4,26.2*,26.7*
NC(=O)C1CCN(C(=O)CN(c2cccc(Cl)c2)S(=O)(=O)c2ccccc2)CC1,99.7,-2.5,104.6,95.8,103.2,103.1,-4.2,-2.8
Cc1ccnc2nc(C(=O)OCC(=O)NC3CCCC(C)C3C)nn12 (configuration not stated),102.1,1.2,101.3,99.5,103.2,106.5,8.6,4.3

# Exported field by field: part of the list above.
> CCN1C(=O)c2cccc3c(S(=O)(=O)NCCc4c[nH]c5ccccc45)ccc1c23
  RPL19A TOR yeast: 98.8
  AHR activator: 6.5
  MEP2-GFP yeast: 95.2
  CIT2-GFP yeast: 92.0
  AGP1-GFP MLPCN: 100.1
  LAP4-GFP MLPCN: 94.9
  proCasp7 act: -10.2
  procasp3 activ: -11.5
> CCc1n[nH]c(=S)n1/N=C/c1ccc(NC(C)=O)cc1
  RPL19A TOR yeast: 98.0
  AHR activator: 2.5
  MEP2-GFP yeast: 91.5
  CIT2-GFP yeast: 97.4
  AGP1-GFP MLPCN: 91.5
  LAP4-GFP MLPCN: 92.3
  proCasp7 act: 1.1
  procasp3 activ: 7.0

# (more compounds)
SMILES,RPL19A TOR yeast,AHR activator,MEP2-GFP yeast,CIT2-GFP yeast,AGP1-GFP MLPCN,LAP4-GFP MLPCN,proCasp7 act,procasp3 activ
O=C(NCCN1CCOCC1)c1sc2ccccc2c1Cl,95.6,42.1,105.5,79.5,93.4,103.7,-6.8,-6.3
COCc1cc(C)nc(OCC(=O)N/N=C/c2ccc(-c3cccc([N+](=O)[O-])c3)o2)c1C#N,103.4,-13.7,103.8,100.7,106.9,96.3,2.2,1.3
Cc1nn(C(C)C(=O)NCc2ccc(Cl)cc2)c(=O)c2cc3occc3n12 (configuration not stated),99.5,1.8,103.2,95.3,100.4,106.9,-9.2,-0.3
O=C(CCC(=O)OCC(=O)c1ccc(-c2ccccc2)cc1)Nc1cccc(Cl)c1,103.8,-3.5,104.6,106.6,110.8,97.2,3.1,-11.1
N#C/C(=C(/O)COC(=O)CSc1ccc(Cl)cc1)c1nc2ccccc2[nH]1,101.8,24.2,107.5,99.0,98.8,100.1,0.0,-1.8
Cc1ccccc1C(=O)NC1CCN(Cc2nnnn2C(C)(C)C)CC1,88.9,-0.9,89.6,85.2,94.4,92.1,5.5,-7.6
COc1cc(/C=C/c2nc3ccccc3c(=O)[nH]2)ccc1OC(F)F,89.9,3.4,87.2,90.7,93.6,84.3,7.2,-0.5
CCCN(C(=O)Cc1csc(-c2ccccc2)n1)C1CCS(=O)(=O)C1 (configuration not stated),106.8,1.4,105.0,104.1,108.9,104.1,5.4,6.6
CCOC(=O)NC(=O)CSc1nc(-c2ccc(C)c(C)c2)cn1-c1ccccc1,100.4,18.5,105.3,93.7,96.8,116.3,-6.8,-8.6
CCOC(=O)N1CCC(NC(=O)C2CCCN(c3nc4ccccc4o3)C2)CC1 (configuration not stated),97.8,-2.8,97.3,98.8,97.9,104.4,-5.3,5.8
CCOC(=O)Cn1c(C(=O)OCC)cc2sccc21,96.0,-6.2,103.9,90.8,92.4,103.9,-7.0,2.5
C=CCN1C(=O)CS/C1=N/c1nccs1,95.9,2.5,101.8,99.0,115.2,108.0,-1.0,-3.9
Cc1cc(C)c2c(N)c(C(=O)C(C)(C)C)sc2n1,102.8,37.6,93.3,94.7,93.8,89.3,-9.6,-10.3
CC(=O)OCc1nc2sc3c(c2c(=O)[nH]1)CCCC3,95.3,20.8,88.6,100.5,x,89.4,-1.0,-3.2
COc1cccc(COC(=O)C2CCN(S(=O)(=O)c3ccc(Cl)cc3)CC2)c1OC,93.3,-0.9,99.9,96.4,96.2,101.5,0.5,10.3
CCCCn1c(N)c(N(C)C(=O)c2ccc(Br)o2)c(=O)[nH]c1=O,96.9,1.0,99.2,98.4,98.6,95.9,-5.2,5.2
O=C(CSCc1ccccc1)Nc1ccc(S(=O)(=O)Nc2ncccn2)cc1,101.0,-0.7,100.5,105.8,102.7,82.4,1.4,2.0
O=C(CCCC(=O)OCC(Cl)=C(Cl)Cl)Nc1ccc(F)cc1,102.4,5.3,107.5,94.9,98.1,104.4,5.3,-0.1
Nc1nc2c(ncn2[C@H]2C[C@H](O)[C@@H](CO)O2)c(=O)[nH]1,105.1,4.8,96.1,83.0,86.8,103.5,0.7,-0.9
COc1ccc(C(=O)NNC(=O)CN2CCC(n3nnc4cc(C(F)(F)F)ccc43)CC2)cc1,99.7,0.7,101.4,106.7,103.9,105.2,3.8,6.4
Cc1cc(C)c(S(=O)(=O)Nc2ccccn2)c(C)c1,111.9,0.5,110.4,110.5,109.2,102.8,-3.5,-7.0
Oc1ccc(C[C@@H]2CNCCN2CCc2cc(C(F)(F)F)cc(C(F)(F)F)c2)cc1,90.8,1.8,89.3,91.2,85.8,123.4,11.9,0.2
CCN1C(=O)C(O)(CC(=O)/C=C/C=C/c2ccccc2)c2ccccc21 (configuration not stated),98.7,9.3,95.1,111.8,92.9,88.2,-12.2,-10.3
CN(C)CCNc1nc2c(c(=O)[nH]c(=O)n2C)n1CC(O)COc1ccc(Cl)cc1 (configuration not stated),101.6,-0.3,105.3,106.5,105.9,97.4,2.9,8.2
CCCCOc1ccc(C2C(C(=O)c3cccs3)=C(O)C(=O)N2CCN2CCOCC2)cc1 (configuration not stated),103.4,1.2,106.1,98.2,99.5,96.0,-45.6,-15.9
CCOC(=O)C1CCN(C(=O)c2cc3cc(Cl)ccc3[nH]2)CC1,98.0,24.9,109.1,105.7,102.5,99.9,4.3,-0.3
CCN(CC)S(=O)(=O)c1ccc(N2CCOCC2)c(NC(=O)c2cc([N+](=O)[O-])ccc2Cl)c1,93.5,-1.3,100.0,95.1,94.9,99.2,6.5,-0.5
CCc1ccc2c(c1)cc(CN(Cc1ccco1)C(C)=O)c1nnnn12,93.7,4.4,98.4,99.8,96.7,98.2,-3.6,-4.2
CN(Cc1ccccc1)C(=O)C1CCC(CNS(=O)(=O)c2cccc3cccnc23)CC1 (configuration not stated),98.3,3.7,100.9,95.5,95.8,92.1,-0.8,-2.1
O=C(Oc1ccccc1)N1CCN(C(=O)c2ccco2)CC1,104.6,x,104.8,97.9,91.5,92.9,x,x
Cc1cccc(NC(=O)CN2CCc3cc4c(cc3C2)OCCCO4)c1,95.7,1.3,101.5,103.8,98.5,94.1,-7.4,9.8
COc1ccc(Cl)cc1NC(=O)CN(C)C(=O)c1ccc(N2CCCCC2)c([N+](=O)[O-])c1,95.1,0.2,96.0,96.9,100.2,106.5,1.1,-5.5
